Peg3 imprint = genomic imprint erasure induction. mouse ES Peg3-LacZ reporter, beta-gal luminescence, 40 h. Potency, µM (top dose mostly 60.7 µM), for the others: at the top dose activity change, positive = activation, most hits filed as activators. AID 1948. 0.02% of 110,000 active;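 note: 0% = negative control wells on the plate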
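Each well holds 300 Peg3LacZ-Neo (maternal) female ES cells incubated 40 h at 37C, 5% CO2. LacZ is measured by BetaGlo luminescence, with AC50 and maximum efficacy derived from dose-response curves.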
IkB signaling = IkB pathway inhibition in ABC-DLBCL cells | ABC-DLBCL IkBa-CBG/CBR dual luciferase ratio, 4 h; response scale: scaled: untreated 0%, proteasome inhibitor 100% | AID 445 | 0.04% of 110,000 active | Potency, µM (highest dose often 57.1 µM), for inactives: at the highest dose IkBa stabilization activation; active = well fitted curve in the direction sought with a large enough effect in the signal ratio, not every such curve was filed as active; inconclusive = small, poorly fitted or top-dose-only effect, or a change in a side signal; the % refers to the signal ratio;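 note: the direction sought is a rising ratio; 0% = basal untreated cells and 100% = reference inhibitor full response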
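Curves were fitted separately to fusion (green), unfused (red) and ratio luminescence, then classed by r2, magnitude and activity. Cells: OCI-Ly3, 4 h compound plus doxycycline at 37C; 10 uM MG-132 defined full response.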
p53ts 32C tox = p53ts cell cytotoxicity, permissive temperature | H1299-p53A138V at 32C, ATP luminescence viability, 24 h | Potency, µM (highest dose often 46.1 µM), for inactives: at the top dose activity change, negative = cytotoxicity, hits mostly cytotoxic | 0.93% of 130,000 active;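 note: 0% = DMSO and -100% = full killing by reference compound; nearly all actives have a fitted effect of over 55% in size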
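Viability by ATPlite luminescence after 24 h compound treatment (up to 46 uM) at the permissive 32C. Cells are H1299 carrying p53 A138V. Scale runs from DMSO basal to 100 uM tamoxifen as full kill; AC50 from Hill fits.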
p53ts 39C tox = p53ts cell cytotoxicity, nonpermissive temperature. Potency, µM (series often up to 46.1 µM), without a hit: at the top dose activity change, negative = cell killing, most hits filed as cytotoxic. H1299-p53A138V viability at 39C, ATP luminescence, 24 h. 1.5% of 130,000 active. AID 902; note: nearly all actives have a fitted effect of over 55% in size
Active calls of the source: *; ? = inconclusive; · = no result given; & = joins results of further samples; [ ] = another dose, or the depositor's remark. Unless noted, calls come from the whole dose curve; as a rule, active = well fitted curve in the direction sought with a large enough effect; inconclusive = small, poorly fitted or top-dose-only effect, or another doubt; inactive = no such curve, though single readings can be large; an effect the other way counts as inactive or inconclusive. Unless noted, % is set by controls: 0 for no effect and ±100 for the full control effect; potency is the fitted concentration of half-maximal effect. Rows were taken by chance; overall some 1.7% were active at least once.

SMILES	Peg3 imprint	IkB signaling	p53ts 32C tox	p53ts 39C tox
COc1cc(-c2nc(SCC(=O)Nc3ccc4c(c3)OCO4)c(-c3ccccc3)[nH]2)cc(OC)c1OC	2%[10.9 µM]	?	-2%	-21%
CCOC(=O)c1ccccc1NC(=O)CSc1nc2ncccc2o1	-12%[10.9 µM]	?	1%	?
NC(=O)C1(N2CCCCC2)CCN(C(=O)CSc2nc3ccccc3o2)CC1	-20%	4.8%	-1%	4%
CCOC(=O)N1CCC(Nc2nc3ccccc3n3nnnc23)CC1	1%	?	3%	-6%
CCCCOc1ccc(C(=O)NCCc2sc(-c3cccc(F)c3)nc2C)cc1	-6%[10.9 µM]	?	-4%	-15%
COC(=O)C1C(=O)C2=C(CC1C)NC(C)=C(C(=O)OC1CCCCC1)C2c1ccc(N(C)C)cc1 (configuration not stated)	-15%	-0.7%	31%[activator]	16%
COc1ccccc1C(=O)Nc1ccccc1SC	0%	-3.0%	-25%	-12%
CC1(C)CC(=O)c2c(Cc3ccccc3)n[nH]c2C1	-12%	0.8%	2%	8%
CCS(=O)(=O)N1CCc2cc(C(=O)Nc3ccc(C)c(Cl)c3)ccc21	-14%[10.9 µM]	?	-5%	-12%
CCN1CCN(c2oc(/C=C/c3ccccc3OC)nc2C#N)CC1	-5%[10.9 µM]	?	5%	-17%
Cc1cccc(NC(=O)C2CCCN2C(=O)OCC(C)C)c1 (configuration not stated)	·	-0.9%	2%	4%
Cc1c(C(=O)N2CCCCCC2)oc2ccccc12	-21%	-3.8%	-4%	-3%
CC(CCc1ccccc1)NC(=O)C1CCN(S(=O)(=O)N2CCCCC2)CC1 (configuration not stated)	-14%	11%	-1%	-3%
COc1ccc(CCNC(=O)c2cc(-c3ccccc3)nc3ccccc23)cc1OC	-4%[10.9 µM]	?	-9%	-14%
O=C1CN(C(=O)c2ccccc2)c2ccccc2N1	-1%	0.9%	-2%	17%
CCOC(=O)N1CCC(Nc2ncnc3c2cnn3-c2ccc(Cl)cc2)CC1	-9%	-1.3%	6%	1%
Cn1c(=O)c2c(nc3n(-c4ccc(O)cc4)c(-c4ccc(Br)cc4)cn23)n(C)c1=O	?	-1.6%	8%	7%
Cc1ccc(C(=O)N2CCc3cc(CNC(=O)COc4ccccc4)ccc32)cc1	-15%[10.9 µM]	-1.7%	?	?
CCN(CC)S(=O)(=O)c1ccc2c(c1)N(CC(=O)N1CCN(c3ccc(Cl)cc3)CC1)C(=O)CO2	-17%[10.9 µM]	0.7%	-5%	5%
CCCc1ccc(S(=O)(=O)N2CCC(c3nnc(-c4cccc(C)c4)o3)CC2)cc1	-20%[10.9 µM]	?	-8%	-5%
CNc1nc2c(c(=O)n(C)c(=O)n2C)n1CC(O)COc1ccc(OC)cc1 (configuration not stated)	-21%[10.9 µM]	27%	2%	9%
COc1ccccc1N(CC(=O)NCc1ccccc1)S(C)(=O)=O	15%	0.4%	-4%	-3%
COC(=O)c1cccc(Cn2nnc3sc4c(c3c2=O)CCC(C(C)(C)C)C4)c1 (configuration not stated)	-6%[10.9 µM]	-1.0%	-2%	26%
COc1cc(C(=O)N2CCN(S(=O)(=O)c3ccc(C)cc3)CC2)ccc1OCc1c(C)noc1C	-18%	1.1%	10%	-15%
O=C(O)c1ccccc1C(=O)Nc1ccc(S(=O)(=O)Nc2nccs2)cc1	-4%	-0.3%[25.6 µM]	-5%	8%
The results go on:
SMILES	Peg3 imprint	IkB signaling	p53ts 32C tox	p53ts 39C tox
O=C(CCS(=O)(=O)c1cccc2nonc12)Nc1ccc(F)cc1F	-12%[10.9 µM]	-1.4%	-1%	43%[activator]
CC(NS(=O)(=O)c1ccccc1)C(c1cccs1)N1CCN(c2ccccc2)CC1 (configuration not stated)	-19%	?	10%	9%
N#CCSc1nnc(-c2ccc(S(=O)(=O)N3CCOCC3)cc2)n1CC1CCCO1 (configuration not stated)	·	0.6%	-5%	3%
COC(=O)[C@H](CCSC)NC(=O)NCc1ccc(S(N)(=O)=O)cc1	2%	-1.0%	-2%	-16%
Cc1ccc(C)n1NC(=O)c1cccs1	28%	?	13%	9%
CCOCCn1c(COc2ccccc2)nc2ccccc21	-23%	0.5%	-13%	-2%
CCCOc1ccc(N2C(=O)CC(N3CCOCC3)C2=O)cc1 (configuration not stated)	1%	-0.6%	-3%	2%
O=NN(CCCl)C(=O)NCCCl	-13%&4%	-0.7%	4%&8%	5%&12%
Cc1ccc(-n2c(Cn3cnc4ccccc43)nnc2SCC(=O)O)cc1	-3%	0.5%	-6%	1%
O=C(CSc1nc2ccccc2[nH]1)NC(=O)NCc1ccco1	-3%	6.3%	15%	-6%
Cn1c2c(c(=O)n(C)c1=O)C(c1ccc(O)cc1)Nc1ccccc1O2 (configuration not stated)	-2%	-3.6%	4%	-6%
COc1cc(C)c(C)cc1S(=O)(=O)N1CCN(Cc2ccccc2)CC1	-16%	-0.4%	-11%	-7%
CCOC(=O)C1=C(C)NC(SCC(N)=O)=C(C#N)C1c1ccncc1 (configuration not stated)	?	1.8%	0%	13%
COC(=O)c1ccc2c(=O)n(CC3CCCO3)c(=S)[nH]c2c1 (configuration not stated)	6%	-1.1%	7%	10%
COc1cc(C(c2sc3nc(C)nn3c2O)N2CCN(c3ccccc3)CC2)cc(OC)c1OC (configuration not stated)	-9%	?	-11%	-2%
CC(=O)Nc1c2c(nn1-c1ccc(C)cc1C)CSC2	-10%	2.4%	-6%	15%
Cc1ccc2c(=O)cc(C(=O)Nc3ccc(S(=O)(=O)Nc4onc(C)c4C)cc3)oc2c1	-10%[10.9 µM]	?	4%	4%
O=C(O)c1cccc(NC(=O)c2cccc(NC(=O)C3CCCO3)c2)c1 (configuration not stated)	-5%	2.8%	1%	7%
COc1ccc(OC)c(NC(=O)CSc2ccnc(=O)[nH]2)c1	14%[10.9 µM]	?	9%	-24%
O=C(NC1(C(F)(F)F)N=C(c2ccccc2)N(C2CCCCC2)C1=O)c1ccc(F)cc1 (configuration not stated)	-9%[10.9 µM]	?	12%	8%
CCOC(=O)CNC(=O)C(Cc1ccccc1)NS(=O)(=O)c1ccc2c(c1)CCC(=O)N2 (configuration not stated)	-1%	-0.2%	-1%	-3%
Cc1sc2nc3c(C(=O)N4CCN(c5ncccn5)CC4)cccn3c(=O)c2c1C	1%	-2.1%	1%	13%
CCCCCc1ccc(CC(=O)O)cc1	-17%	1.1%	-5%	-5%
CC(C)C(C(=O)NCc1ccco1)N(C(=O)CNS(=O)(=O)c1ccccc1)C1CCCC1 (configuration not stated)	2%	1.1%	10%	-2%
O=C1NCC(COCc2ccco2)O1 (configuration not stated)	-8%	2.7%	-10%	11%

13 entries already listed, ordered by number of heavy atoms, smallest number first.
SMILES	Peg3 imprint	IkB signaling	p53ts 32C tox	p53ts 39C tox
O=NN(CCCl)C(=O)NCCCl	-13%&4%	-0.7%	4%&8%	5%&12%
O=C1NCC(COCc2ccco2)O1 (configuration not stated)	-8%	2.7%	-10%	11%
CCCCCc1ccc(CC(=O)O)cc1	-17%	1.1%	-5%	-5%
CC(=O)Nc1c2c(nn1-c1ccc(C)cc1C)CSC2	-10%	2.4%	-6%	15%
CCOCCn1c(COc2ccccc2)nc2ccccc21	-23%	0.5%	-13%	-2%
CCCOc1ccc(N2C(=O)CC(N3CCOCC3)C2=O)cc1 (configuration not stated)	1%	-0.6%	-3%	2%
COC(=O)[C@H](CCSC)NC(=O)NCc1ccc(S(N)(=O)=O)cc1	2%	-1.0%	-2%	-16%
CCOC(=O)C1=C(C)NC(SCC(N)=O)=C(C#N)C1c1ccncc1 (configuration not stated)	?	1.8%	0%	13%
COc1cc(C)c(C)cc1S(=O)(=O)N1CCN(Cc2ccccc2)CC1	-16%	-0.4%	-11%	-7%
Cc1ccc(-n2c(Cn3cnc4ccccc43)nnc2SCC(=O)O)cc1	-3%	0.5%	-6%	1%
N#CCSc1nnc(-c2ccc(S(=O)(=O)N3CCOCC3)cc2)n1CC1CCCO1 (configuration not stated)	·	0.6%	-5%	3%
Cc1ccc2c(=O)cc(C(=O)Nc3ccc(S(=O)(=O)Nc4onc(C)c4C)cc3)oc2c1	-10%[10.9 µM]	?	4%	4%
COc1cc(C(c2sc3nc(C)nn3c2O)N2CCN(c3ccccc3)CC2)cc(OC)c1OC (configuration not stated)	-9%	?	-11%	-2%

The main list resumes; the 2 compounds before the break are reprinted first.
SMILES	Peg3 imprint	IkB signaling	p53ts 32C tox	p53ts 39C tox
CC(C)C(C(=O)NCc1ccco1)N(C(=O)CNS(=O)(=O)c1ccccc1)C1CCCC1 (configuration not stated)	2%	1.1%	10%	-2%
O=C1NCC(COCc2ccco2)O1 (configuration not stated)	-8%	2.7%	-10%	11%
O=C(Nc1ccc2c(c1)nc1n2CCOC1)c1ccccc1	-52%[inhibitor]	?	13µM*	16µM*
Cc1csc2nc(CNS(=O)(=O)N(C)C)cn12	-9%	0.3%	-8%	4%
O=C(Nc1ccc2c(c1)OCO2)c1cccc(S(=O)(=O)N2CCCC2)c1	-10%	2.8%	1%	-3%
O=C(c1cccc(F)c1)N1CCC2(CC1)CCN(c1ccc(-c3ccccc3)cc1)CC2	·	0.9%[11.4 µM]	-8%	-15%
CSc1ccc(-c2nnc(NC(=O)c3ccc4c(c3)OCCO4)o2)cc1	19%[10.9 µM]	?	3%	17%
CCC(Cc1ccccc1)NC(=O)c1oc(=O)c2ccccc2c1-c1ccccc1 (configuration not stated)	-18%[10.9 µM]	?	3%	-24%
O=C(O)CSc1nnc(-c2ccc(S(=O)(=O)N3CCCC3)cc2)n1Cc1ccco1	6%	0.0%	-2%	2%
O=C(NCc1ccco1)C1CCCN(S(=O)(=O)c2cccc3nonc23)C1 (configuration not stated)	-29%	?	-9%	-1%
C1=C(CN2CCOCC2)COc2c1cccc2OC[C@@H]1CNCCO1	-8%	1.0%	1%	-2%
Cc1cccc(NC(=O)Cc2noc3ccccc23)c1	·	·	7%	19%
O=C(CC1SC(=NC2CCCCC2)NC1=O)Nc1ccccc1 (configuration not stated)	-11%	-0.3%	8%	-4%
CCOC(=O)C1CCN(C(=O)COc2ccc(S(=O)(=O)NC(C)C)cc2)CC1	-2%	1.2%	0%	5%
Cc1ccc(-n2c(SCC(=O)OC(C)C)nnc2-c2ccco2)cc1	-6%	-1.4%	0%	7%
CCc1ccc(C2N=C(N)Nc3nc4ccccc4n32)cc1 (configuration not stated)	9%[10.9 µM]	?	7%	-3%
COc1ccc(N2C(=O)C3CCCN3C2c2ccccc2Cl)cc1 (configuration not stated)	-1%	-0.7%	12%	1%
C=CCC(CC=C)(C(=O)O)c1ccccc1	0%	-0.3%	3%	1%
COc1ccc(CC(=O)NCc2ccccn2)cc1OC	-6%	-2.1%	-5%	-13%
O=C(NCC(c1cccnc1)N1CCN(c2ccccc2)CC1)OCc1ccccc1 (configuration not stated)	-25%	0.0%	-7%	42%[activator]
O=C(Nc1nc(-c2cccs2)c(-c2ccccc2)s1)c1ccco1	-16%	?	19%	-14%
CCOc1cccc(OCCCCN2CCOCC2)c1	-16%	1.7%	-1%	3%
Cc1cc(C(=O)N2CCN(S(C)(=O)=O)CC2)sc1-c1ccccc1	·	·	7%	-9%
Cc1cc(N/C(=N\S(=O)(=O)c2ccc(Cl)cc2)c2ccc(F)cc2)no1	-10%	-1.8%	-6%	-5%
O=C(NC1CC(=O)N(c2ccccc2)C1)C(c1ccccc1)c1ccccc1 (configuration not stated)	16%[10.9 µM]	?	-3%	-11%
Cc1ccc(CNC(=O)CCSCc2ccccc2F)cc1	-16%[10.9 µM]	?	3%	-15%
COC(=O)c1ccccc1NC(=O)Cn1c(=O)cc(C)c2c(C)nn(C)c21	-5%[10.9 µM]	?	-9%	-1%
Cc1cccc(CSc2ccc(-c3cccs3)nn2)c1	-12%[10.9 µM]	-2.5%	-25%	-23%&-29%

Assay outcomes from PubChem BioAssay.
